CHRM5 agonist: agonists of human muscarinic M5 receptor (CHRM5); CHO-K1 hM5 cells, Fluo-8 calcium fluorescence; 0% DMSO wells, 100% maximal acetylcholine response; activation, % at 3 µM; 0.19% of 360,000 active;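 active means activation above the run's mean over test compounds plus 3 SD, cut at about 23% in these data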;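 further: signal is peak over basal fluorescence ratio across the kinetic read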
CHRM5 PAM: positive allosteric modulators of human muscarinic M5 receptor; activation, % at 3 µM; P08912; 0.3% of 360,000 active; CHO-K1 hM5, Fluo-8 calcium, ACh EC20 PAM; 0% = ACh EC20, 100% = ACh EC100;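 active means activation above the run cutoff, the mean activation of all test compounds plus 3 SD, cut at about 18% in these data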
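System: CHO-K1 hM5 cells. Reagent: acetylcholine, EC20 level. Compound dosing: single dose, 3 µM nominal final test concentration. Timing: Post-acetylcholine fluorescence recording 140 s. Detection: Fluo-8 calcium fluorescence. Read-out: % activation, ACh-normalized. Benchmarks: ACh EC20 and EC100 wells. Repeats: singlicate, one well per test compound.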
M4 antag: antagonists of human muscarinic M4 receptor (CHRM4). inhibition, % at 3 µM. 0.73% of 360,000 active. AID 624125. CHO-hM4 cells, ACh EC80, Fluo-8 calcium fluorescence;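 active means inhibition above its plate's cutoff, the mean inhibition of sample wells plus 3 SD, cut at about 27% in these data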;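 further: 0% = acetylcholine EC80 with DMSO and 100% = DMSO without agonist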
CHRM4 agonist: CHRM4 agonism in calcium assay. P08173. CHO-K1 hM4/Gqi5, Fluo-8 calcium fluorescence; vehicle 0%, full acetylcholine response 100%. activation, % at 3 µM. 0.14% of 360,000 active;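 active means activation above the run mean over all test wells plus 3 SD, cut at about 32% in these data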;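 further: peak over basal fluorescence ratio per well then scaled between controls; 0% = DMSO wells and 100% = acetylcholine at EC100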
M1 ag: activates human CHRM1 receptor; 0.33% of 360,000 active; CHO-K1 hM1, Fluo-8 calcium fluorescence, agonist mode; 0% DMSO, 100% acetylcholine EC100; activation, % at 3 µM; P11229; AID 588814;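 active means activation above the run's mean compound activation plus 3 SD, cut at about 16% in these data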;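 further: peak over basal fluorescence ratio within a 140 s kinetic read after compound addition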
Target sequence (P11229 whole entry, looked up): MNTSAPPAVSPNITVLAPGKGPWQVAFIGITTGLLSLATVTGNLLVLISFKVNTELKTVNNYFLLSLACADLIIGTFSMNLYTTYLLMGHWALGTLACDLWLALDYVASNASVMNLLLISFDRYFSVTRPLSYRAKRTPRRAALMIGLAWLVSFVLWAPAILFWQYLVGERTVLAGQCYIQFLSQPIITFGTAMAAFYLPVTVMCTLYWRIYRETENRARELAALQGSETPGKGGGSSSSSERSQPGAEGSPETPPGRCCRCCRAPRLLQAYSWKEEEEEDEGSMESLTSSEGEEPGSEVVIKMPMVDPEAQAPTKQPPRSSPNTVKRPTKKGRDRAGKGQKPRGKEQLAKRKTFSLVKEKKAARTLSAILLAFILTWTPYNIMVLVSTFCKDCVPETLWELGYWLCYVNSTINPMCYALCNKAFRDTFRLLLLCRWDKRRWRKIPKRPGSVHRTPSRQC
CHRM5 antagonist: blocks acetylcholine activation of human M5 receptor | P08912 | CHO-hM5 cells, Fluo-8 calcium fluorescence, ACh EC80 | inhibition, % at 3 µM | 0.59% of 360,000 active | AID 624040;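 active means inhibition above a per-plate cutoff, the mean of that plate's test compounds plus 3 SD, cut at about 27% in these data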;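 further: 0% = acetylcholine EC80 with DMSO and 100% = DMSO without agonist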
CHRM1 PAM: potentiates human M1 receptor response to acetylcholine | P11229 | CHO-K1 hM1, Fluo-8 calcium fluorescence, ACh EC20; 0% = ACh EC20, 100% = maximal ACh | activation, % at 3 µM | 0.088% of 360,000 active | AID 588819; in the data active means activation above about 19%, passing the limit was not always enough
TAAR1 agonist: human TAAR1 agonism | Q96RJ0 | CHO RD-HGA16 TAAR1, Fluo-8 calcium fluorescence; vehicle wells 0%, saturating PEA agonist 100% | activation, % at 3 µM | 0.99% of 360,000 active;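 active means activation above the mean activation of all test compounds in the run plus 3 SD, cut at about 38% in these data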
Target sequence (Q96RJ0 whole entry, looked up): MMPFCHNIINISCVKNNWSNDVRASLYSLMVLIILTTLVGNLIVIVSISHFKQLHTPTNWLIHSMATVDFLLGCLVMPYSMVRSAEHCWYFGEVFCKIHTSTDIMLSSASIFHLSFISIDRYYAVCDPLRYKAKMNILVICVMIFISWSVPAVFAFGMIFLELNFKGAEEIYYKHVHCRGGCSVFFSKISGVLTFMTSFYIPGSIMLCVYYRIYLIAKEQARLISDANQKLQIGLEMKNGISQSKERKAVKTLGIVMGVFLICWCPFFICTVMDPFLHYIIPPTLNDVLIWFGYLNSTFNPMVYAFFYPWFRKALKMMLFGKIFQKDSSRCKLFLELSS
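System: CHO-derived RD-HGA16 cells with stable Gα16 and human TAAR1. Times: 17-24 h plating, Fluo-8 75 min 37 °C, 30 min RT. Measured by: calcium-sensitive Fluo-8 signal, excitation 470-495, emission 515-575 nm. Read-out basis: % activation relative to PEA EC100 response. Control set: DMSO and PEA EC100. Repeats: no replicates (n 1).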
CHRM1 antagonist: antagonists of human M1 muscarinic receptor; inhibition, % at 3 µM; CHO-K1 hM1, Fluo-8 calcium fluorescence, ACh EC80 antagonist; 1.3% of 360,000 active;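 active means percent inhibition above its own plate's cutoff, namely the mean of that plate's compound wells plus 3 SD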;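 further: peak over basal fluorescence ratio during 140 s after agonist addition; 0% = ACh EC80 plus DMSO and 100% = DMSO alone without agonist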
Numbers without * were called inactive; · = not tested or not shown. These rows are one share of the data, so the mix of outcomes need not match the whole.

SMILES	CHRM5 agonist	CHRM5 PAM	M4 antag	CHRM4 agonist	M1 ag	CHRM5 antagonist	CHRM1 PAM	TAAR1 agonist	CHRM1 antagonist
CC(/C=N/NC(=O)c1ccccc1F)=C\c1ccccc1	-1	-4	-6	2	-4	15	-1	1	0
CCCC(=O)Nc1ccc(Br)c(Cl)c1	-4	-6	1	3	1	-2	-7	5	6
COc1ccc(CC(=O)c2cc(OC)c(OC)cc2CC(=O)O)cc1OC	-1	7	9	0	-3	1	9	-2	-18
Cc1cc(C)n(/N=C/c2ccccc2)c(=O)c1C#N	1	-7	10	2	-6	4	4	-2	2
COc1ccc(C2(O)CCN(Cc3nnnn3Cc3ccc(C)cc3)CC2)cc1	-1	-13	6	4	5	4	14	7	-33
Cc1ccc(C)c(-n2cc(CN3CCN(C(=O)c4ncn[nH]4)CC3)c(-c3ccccc3)n2)c1	-1	-1	1	2	-5	8	0	5	-5
O=C(CSc1nnnn1-c1ccccc1)CSc1nnnn1-c1ccccc1	-2	5	12	1	-5	6	12	8	-14
Cc1ccc(S(=O)(=O)N2CCC(C(=O)N3CCC[C@H]3C(=O)NCC(C)C)CC2)cc1	-3	3	-3	4	-2	16	9	0	-5
CCOC(=O)c1c(NC(=O)COC(=O)c2ccncc2)sc(C)c1C	2	7	7	0	-5	2	1	3	3
CC(C)CNC(=O)COC(=O)/C=C/c1ccco1	-1	-5	-3	1	-5	6	7	3	-11

Limited to CHRM1 PAM and CHRM4 agonist, for 2 of the compounds above:
Compound	CHRM1 PAM	CHRM4 agonist
Cc1ccc(C)c(-n2cc(CN3CCN(C(=O)c4ncn[nH]4)CC3)c(-c3ccccc3)n2)c1	0	2
CC(C)CNC(=O)COC(=O)/C=C/c1ccco1	7	1

(further entries)
SMILES	CHRM5 agonist	CHRM5 PAM	M4 antag	CHRM4 agonist	M1 ag	CHRM5 antagonist	CHRM1 PAM	TAAR1 agonist	CHRM1 antagonist
O=C(NCc1ccccc1)c1onc(CSc2ccc(F)cc2)c1C(=O)NCc1ccccc1	0	-12	11	4	-2	17	-6	9	9
N#Cc1ccc2nc3c(nc2c1)CCCC3	-1	-5	-3	1	-5	14	2	3	-1
Cc1nnc(SCC(=O)Nc2ccc(Br)cc2)n(N)c1=O	0	-4	-5	2	0	-12	19	8	-15
Cc1cccc(C(=O)N2CCCCCC2)c1	0	-3	10	1	-2	2	-5	4	-14
O=C(NCCC1CCCCN1S(=O)(=O)c1ccccc1)C(=O)NCc1ccccn1 (centres undefined)	3	6	-2	0	-6	-3	12	0	3
CCOC(=O)c1c(CN2CCN(c3ccccc3)CC2)oc2ccc(O)cc12	-2	-6	-16	0	-3	-2	-2	3	0
C=CCNc1ncnc2c1ncn2[C@H]1CN(CCc2ccccc2)C[C@@H](CO)O1	4	-8	-4	0	0	9	4	38*	-5
Cc1ccc2cc(CN(Cc3ccc4c(c3)OCO4)Cc3nnnn3Cc3ccco3)c(=O)[nH]c2c1	-2	-9	5	2	-4	5	9	7	-10
COc1ccc(-c2c(-c3cc(OC)cc(OC)c3)n(C)c3ccc(-c4ccc5c(c4)OCCO5)cc23)cc1	6	14	-5	1	8	-3	15	12	-22
O=C(O)CCC(=O)NC1CCCCC1	2	3	7	0	-1	-7	3	15	-9
Cc1cc(=O)n2c(c1C#N)SC1CCCCC12O (centres undefined)	0	2	5	2	2	0	5	14	-23
Cc1cccc2c1N(C(=O)c1ccco1)C(C)(C)c1ssc(=S)c1-2	-3	-2	-2	0	-1	-4	6	7	-12
CSc1ccc(CSCC(=O)N2CCN(S(=O)(=O)c3ccc(C)cc3C)CC2)cc1	1	-6	7	12	-2	11	-3	0	3
CCCC1(CC)C(=O)NC(=O)N=C1N (centres undefined)	-3	2	1	1	-2	15	5	0	-3
CCOC(=O)COn1c(=O)c(-c2ccc(OC)cc2)[n+]([O-])c2ccccc21	-2	-6	9	1	-4	9	4	2	-2
COc1ccc(N2CCN(C(=O)COc3ccc4c(C)cc(=O)oc4c3C)CC2)cc1	-2	2	3	1	-3	0	7	2	-5
Cc1cccc(NS(=O)(=O)c2c(C(=O)N3CCCC3)c(C)n(C)c2C)c1	-2	6	6	2	0	1	7	5	0
O=C1CC(N2CCN(c3ccc(Cl)cc3)CC2)C(=O)N1c1ccccc1 (centres undefined)	-1	-2	3	0	-4	12	8	0	-10
COc1ccc(OCc2nnc(SCC(=O)c3ccccc3)o2)cc1	-2	-10	-5	3	-5	1	8	3	-7
COc1cc(OC)cc(-c2c(C#Cc3ccsc3)c3cc(-c4ccc5cc[nH]c5c4)ccc3n2C)c1	7	-5	-13	2	-3	4	11	0	-7

Compound profiles, as listed above. Values in the order: CHRM5 agonist, CHRM5 PAM, M4 antag, CHRM4 agonist, M1 ag, CHRM5 antagonist, CHRM1 PAM, TAAR1 agonist, CHRM1 antagonist
`COc1ccc(OCc2nnc(SCC(=O)c3ccccc3)o2)cc1` reads -2, -10, -5, 3, -5, 1, 8, 3, -7
`CSc1ccc(CSCC(=O)N2CCN(S(=O)(=O)c3ccc(C)cc3C)CC2)cc1` reads 1, -6, 7, 12, -2, 11, -3, 0, 3
`Cc1cccc2c1N(C(=O)c1ccco1)C(C)(C)c1ssc(=S)c1-2` reads -3, -2, -2, 0, -1, -4, 6, 7, -12
`CCCC1(CC)C(=O)NC(=O)N=C1N` (centres undefined) reads -3, 2, 1, 1, -2, 15, 5, 0, -3
`COc1ccc(N2CCN(C(=O)COc3ccc4c(C)cc(=O)oc4c3C)CC2)cc1` reads -2, 2, 3, 1, -3, 0, 7, 2, -5

Going on with the list.
SMILES	CHRM5 agonist	CHRM5 PAM	M4 antag	CHRM4 agonist	M1 ag	CHRM5 antagonist	CHRM1 PAM	TAAR1 agonist	CHRM1 antagonist
CCCCc1nc2ccccc2c(=O)n1NC(=O)c1c(O)c2ccccc2n(C)c1=O	1	12	3	0	-5	-9	13	2	-7
CCOC(=O)C(Cc1ccccc1)NC(C)=O (centres undefined)	-2	-3	-8	0	-3	-3	2	14	-6
O=C(CSc1ncn[nH]1)NC12CC3CC(CC(C3)C1)C2	-1	-1	15	1	-3	0	6	0	-11
Cc1ccc(-c2cc(C(=O)O)c3sc(N4CCCCC4)nc3n2)cc1	0	-2	5	0	-7	2	9	1	-12
CCOc1cc(S(=O)(=O)NCCc2cccc(C)c2)c(OCC)cc1-n1cnnn1	4	-9	-11	5	-8	-1	0	-1	1
Nc1ccccc1SCC(=O)Nc1nc(-c2ccccc2)cs1	-1	-1	-7	4	-2	4	4	5	3
O=C(O)c1ccccc1C(=O)NCc1ccc(F)cc1	0	3	15	0	-5	-1	10	11	-6
COc1ccc(OCCOC(=O)CNC(=O)c2ccc(Cl)cc2Cl)cc1	-2	-4	-6	4	-2	-4	9	-2	-13
Cc1ccc(S(=O)(=O)NC(=O)Nc2ccc(OC(F)F)cc2)cc1	7	11	4	0	-2	-6	1	1	-2
CC(C)COc1ccc(C(=O)Nc2scc(-c3ccc(Cl)cc3Cl)c2C(N)=O)cc1	1	-3	3	0	-3	-2	8	5	-4
COc1ccc(-n2nnnc2CNC(=O)c2ccc3c(c2)OCO3)cc1	-2	3	4	0	-7	5	5	-1	-5
O=c1cc(O)nc(SCc2ccccc2)n1-c1ccc(F)cc1	-1	3	4	0	-1	7	5	3	-7
Cc1cc(NC(=O)CSc2nnnn2C2CCCC2)no1	2	-5	3	2	0	1	-3	2	-14
CCOc1ccccc1-n1c(SC(C)C(=O)NCC2CCCO2)nc2ccccc2c1=O (centres undefined)	3	-1	-6	1	30*	8	2	-3	-5
Cc1ccc(S(=O)(=O)NC(=O)COc2cc(C)ccc2C(C)C)cc1	-4	-2	8	-1	-3	6	-6	-2	18
O=C(CSc1n[nH]c(-c2cccs2)n1)NCc1ccc2c(c1)OCO2	0	1	11	0	-6	-5	8	3	-4
CN1CCC(=NNC(=O)C(=O)NC(C)(C)C)CC1	1	4	-5	4	-1	-5	3	4	-26
CSc1cnn(CCC#N)c(=O)n1	2	-5	6	0	·	0	·	1	·
Cc1ccc(CN2CCN(/N=C/c3ccc(C)s3)CC2)cc1	-5	-4	-1	-1	-8	-1	0	4	-3
O=C1CCC(Cc2ccccc2)N1 (centres undefined)	-1	2	10	1	-3	0	3	1	-9
CC(=O)NC1=NN(C(C)=O)C(C)(c2cccs2)S1 (centres undefined)	-1	-5	7	0	-3	2	4	7	6
CCN(CC)CCC(c1ccc(N(C)C)cc1)c1c(O)cc(OC)cc1OC (centres undefined)	-6	7	3	2	-9	8	7	7	-5
CCC(Oc1ccccc1)C(=O)NC1C(=O)N2C1SC(C)(C)C2C(=O)O (centres undefined)	0	-7	-3	1	-4	7	6	5	-9
CC(OC(=O)c1ccc(Cl)nc1)C(=O)NC(C)(C)C (centres undefined)	-2	-4	4	0	-6	-5	13	4	-7
CCN(CC)Cc1ccccc1Sc1ccccc1	-9	-18	53*	0	-7	99*	-26	9	98*
CC(C)(C)NC(=O)COC(=O)c1ccc(Cl)c(S(N)(=O)=O)c1	-1	7	4	0	-4	4	15	3	-25
COC(=O)c1ccc2nc(-c3ccc(C)cc3)c(Cc3ccc(C)cc3)n2c1	0	-3	0	0	·	-7	·	0	·
c1ccc(C2=NNC(=NC3CC3)SC2)cc1	-2	-3	8	-1	-3	10	7	22	-11
Cc1ccsc1C(=O)N1CCC1(C)C(=O)NS(=O)(=O)c1ccc(Br)cc1 (centres undefined)	2	-3	-2	0	-2	5	7	4	-10
CN(C)CCNC(=O)C(C(=O)c1ccccc1)n1ccccc1=O (centres undefined)	1	-4	7	0	-4	5	-2	0	-1
COc1cccc(NC(=O)Cn2cc(C(=O)C3CC3)c3ccccc32)c1	2	-2	-4	4	1	5	6	3	-11
Cc1nc(N)sc1C(=O)N/N=C/c1ccccc1[N+](=O)[O-]	1	12	-11	3	-4	-11	9	9	7

Pulled by structure from above (four):
SMILES	CHRM5 agonist	CHRM5 PAM	M4 antag	CHRM4 agonist	M1 ag	CHRM5 antagonist	CHRM1 PAM	TAAR1 agonist	CHRM1 antagonist
CC(OC(=O)c1ccc(Cl)nc1)C(=O)NC(C)(C)C (centres undefined)	-2	-4	4	0	-6	-5	13	4	-7
CCN(CC)Cc1ccccc1Sc1ccccc1	-9	-18	53*	0	-7	99*	-26	9	98*
CCN(CC)CCC(c1ccc(N(C)C)cc1)c1c(O)cc(OC)cc1OC (centres undefined)	-6	7	3	2	-9	8	7	7	-5
COC(=O)c1ccc2nc(-c3ccc(C)cc3)c(Cc3ccc(C)cc3)n2c1	0	-3	0	0	·	-7	·	0	·

Screens from PubChem BioAssay.
